High-throughput results: PubChem BioAssay, National Center for Advancing Translational Sciences (NCATS)
RXFP1 antagonist: RXFP1 (human) relaxin receptor antagonism | Q9HBX9 | HEK293-RXFP1, relaxin-stimulated cAMP HTRF, 30 min; active compounds read low | activity change, negative = inhibition, % at 57.5 µM | actives 0.59% (n = 350,000) | AID 1259400;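 active = activity change of -60% or lower, but not beyond a set lower limit; inconclusive = change between -60% and -40%, or beyond the set limit; inactive = change above -40%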; also: % is scaled to controls: 0 for no effect and ±100 for the full control effect
TRHR agonist: activates the human TRH receptor | activation, % at 2 µM | P34981 | TRHR cells, calcium flux fluo-8, FDSS agonist mode | actives 0.18% (n = 360,000); in the data active = activation above about 30%; also: 0% is about no effect
Target sequence (P34981 whole entry, looked up): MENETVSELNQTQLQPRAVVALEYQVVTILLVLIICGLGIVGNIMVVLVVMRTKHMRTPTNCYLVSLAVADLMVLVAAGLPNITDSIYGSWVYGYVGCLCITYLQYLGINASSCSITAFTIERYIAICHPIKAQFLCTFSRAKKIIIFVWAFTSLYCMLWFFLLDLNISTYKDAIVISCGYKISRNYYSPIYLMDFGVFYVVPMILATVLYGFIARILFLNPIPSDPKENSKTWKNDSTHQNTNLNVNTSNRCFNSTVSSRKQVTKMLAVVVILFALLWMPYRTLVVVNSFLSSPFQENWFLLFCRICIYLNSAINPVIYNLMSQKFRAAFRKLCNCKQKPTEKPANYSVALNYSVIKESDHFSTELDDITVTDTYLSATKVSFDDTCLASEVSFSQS
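Fluo-8-loaded TRHR cells; 10 s baseline, compound added, kinetic Ca2+ fluorescence read 1/s, agonist mode.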
TRHR enhancer: TRH receptor (human) allosteric enhancement. P34981. TRHR cells, fluo-8 calcium fluorescence, EC20 TRH enhancement. enhancement, % at 2 µM. actives 0.66% (n = 360,000). AID 493056; in the data active = enhancement above about 30%; also: 0% is about no effect
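Enhancer read-out: after compound pinning and an initial kinetic agonist-mode read, an EC20 of TRH (10 nM final) was injected and fluo-8 calcium signal (Ex 480/Em 530) followed at 1 s/cycle for 100 cycles in TRHR-expressing cells.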
D1 potentiator: enhances dopamine response at the human D1 receptor; P21728; HEK293 TREx D1 cells, calcium flux, dopamine EC20 potentiation; potentiation, % at 10 µM; actives 0.036% (n = 360,000); AID 504651; in the data active = potentiation above about 30%; also: 0% is about no effect
RXFP1 ag: activates the human relaxin receptor RXFP1; actives 0.3% (n = 370,000); Potency, µM (doses to about 57.5 µM), for inactives: top-dose activation, usual class: activators; Q9HBX9; HEK293T-RXFP1 cAMP TR-FRET, 30 min; response scale: percent of porcine relaxin response, buffer zero; AID 2676; also: potency is read from the fitted curve at half-maximal effect; % is scaled to controls: 0 for no effect and ±100 for the full control effect; nearly all actives have a fitted effect of over 60% in size; many of its hits are not listed in these tables
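HEK293 cells stably expressing RXFP1, treated 30 min at 37C with compounds plus PDE4 inhibitor Ro 20174; cAMP measured by HTRF TR-FRET. Normalized to buffer and 29 nM porcine relaxin; EC50 by Hill fit.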
D1 agonist: human D1 receptor agonism; P21728; HEK293 T-REx D1 cells, calcium flux, agonist mode; activation, % at 2 µM; actives 1% (n = 360,000); in the data active = activation above about 30%; also: 0% is about no effect
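Inducible HEK293 T-REx D1 cells, force-coupled to calcium signalling, were plated at 4000 cells/well with tetracycline and held overnight at 30 C. After no-wash calcium dye loading, compound-evoked calcium rise over 180 s flagged agonists.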
D1 antagonist: human D1 dopamine receptor antagonism; HEK293 TREx D1 cells, calcium flux, dopamine EC80; active compounds read low; activity change, negative = inhibition, % at 10 µM; actives 3.2% (n = 360,000); AID 504652; in the data active = activity change below about -30%; also: % is scaled to controls: 0 for no effect and ±100 for the full control effect
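Calcium flux readout: force-coupled, inducible Hek293 Trex D1 line, cells induced overnight at 30 C with tetracycline, dye-loaded 30–90 min at RT. Antagonism scored against EC80 dopamine challenge given 180 s after compound.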
Anesthetic bind: binds horse apoferritin like a general anesthetic; P02791; apoferritin/1-aminoanthracene competitive binding, fluorescence; Potency, µM (titrated, usually from 77.5 µM), without a hit: at the top dose activity change, negative = displacement, most hits filed as inhibitors; actives 0.074% (n = 350,000); AID 485281; also: potency is read from the fitted curve at half-maximal effect; % is scaled to controls: 0 for no effect and ±100 for the full control effect; nearly all actives have a fitted effect of over 20% in size
Target sequence (P02791 2-175 limits assumed): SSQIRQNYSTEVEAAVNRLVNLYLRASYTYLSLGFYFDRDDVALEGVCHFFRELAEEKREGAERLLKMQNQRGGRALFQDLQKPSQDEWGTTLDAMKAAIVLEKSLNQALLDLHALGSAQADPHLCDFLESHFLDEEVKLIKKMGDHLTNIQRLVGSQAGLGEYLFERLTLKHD
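10 uM apoferritin + 50% sat. 1-AMA, PBS; cpd 10 min RT; Ex380/Em535 endpoint; normalized to free probe vs complex; 4-param Hill fit; propofol titration as pos. ctrl.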
D2 potentiator: positively modulates the human D2 dopamine receptor allosterically | potentiation, % at 10 µM | P14416 | HEK293 T-REx D2, calcium flux, EC20 dopamine potentiation | actives 0.34% (n = 340,000);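 active = potentiation over 3 SD above the plate norm, cut at about 30% in these data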; also: 0% is about no effect
Target sequence (P14416 whole entry, looked up): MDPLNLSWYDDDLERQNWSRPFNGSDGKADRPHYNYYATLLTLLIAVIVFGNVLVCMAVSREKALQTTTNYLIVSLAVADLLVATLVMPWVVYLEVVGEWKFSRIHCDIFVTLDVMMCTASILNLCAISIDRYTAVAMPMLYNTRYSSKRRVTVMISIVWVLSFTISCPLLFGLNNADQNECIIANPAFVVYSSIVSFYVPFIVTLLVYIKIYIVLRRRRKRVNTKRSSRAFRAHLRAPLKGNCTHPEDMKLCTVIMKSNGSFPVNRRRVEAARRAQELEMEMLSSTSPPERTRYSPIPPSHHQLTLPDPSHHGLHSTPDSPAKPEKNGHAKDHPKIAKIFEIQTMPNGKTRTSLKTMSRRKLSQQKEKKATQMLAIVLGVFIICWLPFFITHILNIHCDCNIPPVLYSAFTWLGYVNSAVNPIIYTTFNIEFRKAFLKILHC
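Tetracycline-induced Hek293 Trex D2 cells, force-coupled to calcium, loaded with no-wash calcium dye. Compound added with 180 s kinetic read for agonism, then EC20 dopamine and a further 180 s read for potentiation.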
Starred values were filed as active, the others as inactive; & = joins results of further samples. Unless noted, calls follow the shape of the dose curve; as a rule, active = well fitted curve in the direction sought with a large enough effect; inconclusive = small, poorly fitted or top-dose-only effect, or another doubt; inactive = no such curve, though single readings can be large; an effect the other way counts as inactive or inconclusive. A portion of the library. The share of hits here may be higher or lower than overall.

What do the screens show for `CCC(C(=O)NCc1ccccc1OC)n1nc(C)n2c(cc3occc32)c1=O` (configuration not stated)?
RXFP1 antagonist: 2&8; TRHR agonist: -1.7&0.2; TRHR enhancer: -3&-16; D1 potentiator: -2&-7; RXFP1 ag: 10%&3.2%; D1 agonist: 0&4; D1 antagonist: 7&0; Anesthetic bind: 2%&-11%; D2 potentiator: -4&5

How did CC(=O)C1C(c2ccc(C)cc2)c2c(n[nH]c2C)CC1(C)O (configuration not stated) do in these assays?
RXFP1 antagonist: -7; TRHR agonist: 0.8; TRHR enhancer: 8; D1 potentiator: -1; RXFP1 ag: 2.6%; D1 agonist: 1; D1 antagonist: 0; Anesthetic bind: -7%; D2 potentiator: 4

What do the screens show for `COc1ccccc1OCCCn1c(C2CC(=O)N(c3ccc(F)cc3)C2)nc2ccccc21` (configuration not stated)?
RXFP1 antagonist: 0; TRHR agonist: -1.6; TRHR enhancer: -16; D1 potentiator: 0; RXFP1 ag: 0.9%; D1 agonist: -4; D1 antagonist: 2; Anesthetic bind: -12%; D2 potentiator: -10

Results for COc1ccc(Cl)cc1S(=O)(=O)Nc1cccc(-c2ccc(N3CCCC3)nn2)c1 ?
RXFP1 antagonist: 0; TRHR agonist: -0.3; TRHR enhancer: -4; D1 potentiator: 3; RXFP1 ag: 0.0%; D1 agonist: 1; D1 antagonist: 6; Anesthetic bind: -8%

How did COc1ccc(Oc2nc3c(c(=O)n(Cc4ccc(Br)cc4)c(=O)n3C)n2C)cc1 do in these assays?
RXFP1 antagonist: 2; TRHR agonist: 0.5; TRHR enhancer: 3; D1 potentiator: -6; RXFP1 ag: 4.6%; D1 agonist: 1; D1 antagonist: 2; Anesthetic bind: -5%; D2 potentiator: -4

Results for CC(=O)Nc1ccnn1C1CCN(C(=O)c2cccc(C)c2C)CC1 ?
RXFP1 antagonist: 7; TRHR agonist: 0.2; TRHR enhancer: 4; D1 potentiator: 4; RXFP1 ag: 2.8%; D1 agonist: 3; D1 antagonist: 37; Anesthetic bind: -5%; D2 potentiator: 6

What do the screens show for `COc1cccc(CNC(=S)Nc2cc(OC)ccc2OC)c1`?
RXFP1 antagonist: -8; TRHR agonist: -1.1; TRHR enhancer: 1; D1 potentiator: -5; RXFP1 ag: -1.4%; D1 agonist: -3; Anesthetic bind: -10%

Results for Cn1c(=O)oc2cc(S(=O)(=O)N3CCC(C(=O)N4CCN(c5ccccc5F)CC4)CC3)ccc21 ?
TRHR agonist: 0.7; TRHR enhancer: 3; D1 potentiator: 0; RXFP1 ag: -1.7%; D1 agonist: 8; D1 antagonist: -5; Anesthetic bind: -13%; D2 potentiator: 9

What do the screens show for `COCCn1c(SCC(=O)c2c[nH]c3ccccc23)nc2cc(C(=O)NCC(C)C)ccc2c1=O`?
TRHR agonist: 0.6; TRHR enhancer: -1; D1 potentiator: -2; RXFP1 ag: -0.4%; D1 agonist: 1; D1 antagonist: 3; Anesthetic bind: -2%

Results for Cc1csc(NC(=O)CSc2nccn2C)n1 ?
RXFP1 antagonist: -1; TRHR agonist: 0.8; TRHR enhancer: -2; D1 potentiator: 2; RXFP1 ag: -0.1%; D1 agonist: 4; D1 antagonist: 1; Anesthetic bind: -5%; D2 potentiator: -1

Results for COc1cc(-c2nnc(CSc3nnc(N)s3)o2)cc(OC)c1OC ?
RXFP1 antagonist: 25; TRHR agonist: -0.4; TRHR enhancer: 15; D1 potentiator: -6; RXFP1 ag: 5.8%; D1 agonist: 3; D1 antagonist: 2; Anesthetic bind: -12%; D2 potentiator: 4

How did COc1cc(OC)c(NC(=O)c2oc3ccc4c(c3c2C)C(=O)CC(C)(C)O4)cc1Cl do in these assays?
TRHR agonist: 0.4; TRHR enhancer: 1; D1 potentiator: -4; RXFP1 ag: 4.1%; D1 agonist: 1; D1 antagonist: 4; Anesthetic bind: -7%

What do the screens show for `C=CCNc1scc(-c2ccccc2)[n+]1CC=C`?
RXFP1 antagonist: 2; TRHR agonist: 0.8; TRHR enhancer: -2; D1 potentiator: -4; RXFP1 ag: 3.2%; D1 agonist: 0; D1 antagonist: -17; Anesthetic bind: -4%; D2 potentiator: -8

Results for NC(=O)CCS(=O)(=O)c1ccc(Cl)cc1 ?
RXFP1 antagonist: -16; TRHR agonist: 0.3; TRHR enhancer: -3; D1 potentiator: 2; RXFP1 ag: -0.8%; D1 agonist: 2; D1 antagonist: -21; Anesthetic bind: -2%; D2 potentiator: 9

How did Cc1c(CNC2CCCC(C)C2C)c(C(=O)O)c(C)n1Cc1ccccc1 (configuration not stated) do in these assays?
RXFP1 antagonist: 11; TRHR agonist: -0.2; TRHR enhancer: -1; D1 potentiator: -5; RXFP1 ag: -1.4%; D1 agonist: 0; D1 antagonist: 7; Anesthetic bind: -3%; D2 potentiator: 15

Sorted by molar mass (lowest first): part of the list above
Results for CC(=O)Nc1ccnn1C1CCN(C(=O)c2cccc(C)c2C)CC1 ?
RXFP1 antagonist: 7; TRHR agonist: 0.2; TRHR enhancer: 4; D1 potentiator: 4; RXFP1 ag: 2.8%; D1 agonist: 3; D1 antagonist: 37; Anesthetic bind: -5%; D2 potentiator: 6

Results for COc1cc(-c2nnc(CSc3nnc(N)s3)o2)cc(OC)c1OC ?
RXFP1 antagonist: 25; TRHR agonist: -0.4; TRHR enhancer: 15; D1 potentiator: -6; RXFP1 ag: 5.8%; D1 agonist: 3; D1 antagonist: 2; Anesthetic bind: -12%; D2 potentiator: 4

Results for COc1ccc(Cl)cc1S(=O)(=O)Nc1cccc(-c2ccc(N3CCCC3)nn2)c1 ?
RXFP1 antagonist: 0; TRHR agonist: -0.3; TRHR enhancer: -4; D1 potentiator: 3; RXFP1 ag: 0.0%; D1 agonist: 1; D1 antagonist: 6; Anesthetic bind: -8%

Next section:
Results for CCCOc1ccc(CNC(=O)CCCN2C(=O)CSc3c2c(C)nn3-c2ccccc2)cc1 ?
TRHR agonist: -0.2; TRHR enhancer: -4; D1 potentiator: -5; RXFP1 ag: 0.6%; D1 agonist: 2; D1 antagonist: -12; Anesthetic bind: 0%; D2 potentiator: 6

What do the screens show for `COC(=O)C(=NNc1c(C)n(C)n(-c2ccccc2)c1=O)C(=O)OC`?
RXFP1 antagonist: 5; TRHR agonist: 0.7; TRHR enhancer: 4; D1 potentiator: -8; RXFP1 ag: -1.0%; D1 agonist: 1; D1 antagonist: 9; Anesthetic bind: -7%; D2 potentiator: 7

Results for O=C(NCCc1nc2ccccc2[nH]1)/C(=C/c1ccc2c(c1)OCO2)NC(=O)c1ccccc1Cl ?
RXFP1 antagonist: -6; TRHR agonist: -0.8; TRHR enhancer: 2; D1 potentiator: -12; RXFP1 ag: -1.2%; D1 agonist: 0; D1 antagonist: 8; Anesthetic bind: -9%; D2 potentiator: 5

How did CCCNC(=O)c1nnsc1Sc1ccc(Cl)cc1 do in these assays?
RXFP1 antagonist: 2; TRHR agonist: -0.7; TRHR enhancer: -4; D1 potentiator: -4; RXFP1 ag: -3.3%; D1 agonist: 4; D1 antagonist: -3; Anesthetic bind: -17%; D2 potentiator: 21

What do the screens show for `Cn1c(=O)c2c(-c3ccc(Cl)cc3)n(CCc3ccccc3)cc2n(C)c1=O`?
TRHR agonist: 0.4; TRHR enhancer: -13; D1 potentiator: -1; RXFP1 ag: 3.1%; D1 agonist: 2; D1 antagonist: 3; Anesthetic bind: inconclusive; D2 potentiator: 22

Results for CCOc1cc(/C=N/NC(=O)c2ccc(CN3CCOCC3)cc2)ccc1OC ?
RXFP1 antagonist: -26; TRHR agonist: 0.0; TRHR enhancer: -6; D1 potentiator: -3; RXFP1 ag: -0.1%; D1 agonist: 2; D1 antagonist: 6; Anesthetic bind: -6%; D2 potentiator: -2

What do the screens show for `Cc1cc(NS(=O)(=O)c2ccc(NC(=O)c3cnc4sccn4c3=O)cc2)nc(C)n1`?
RXFP1 antagonist: 1; TRHR agonist: 1.6; TRHR enhancer: -6; D1 potentiator: -5; RXFP1 ag: 6.9%; D1 agonist: 2; D1 antagonist: -13; Anesthetic bind: -12%; D2 potentiator: 4

How did COc1ccc(C=O)cc1CN1C(=O)c2ccccc2C1=O do in these assays?
RXFP1 antagonist: 14; TRHR agonist: -0.2; TRHR enhancer: 5; D1 potentiator: -10; RXFP1 ag: inconclusive; D1 agonist: 0; D1 antagonist: -5; Anesthetic bind: -23%; D2 potentiator: -6

Results for Cc1oc2c(C)c3oc(=O)c(CCC(=O)NCCCN4CCCC4=O)c(C)c3cc2c1C ?
TRHR agonist: -0.6; TRHR enhancer: -6; D1 potentiator: 2; RXFP1 ag: 5.9%; D1 agonist: 2; D1 antagonist: 10; Anesthetic bind: -16%; D2 potentiator: 2

Results for CC(=O)c1ccc(NC(=O)c2noc(C(C)C)c2[N+](=O)[O-])cc1 ?
RXFP1 antagonist: -5; TRHR agonist: 0.3; TRHR enhancer: 6; D1 potentiator: -2; RXFP1 ag: -1.1%; D1 agonist: 0; D1 antagonist: -10; Anesthetic bind: -7%; D2 potentiator: -12

How did COc1cccc(NC(=O)NCCCN2CCN(c3ccc(F)cc3)CC2)c1 do in these assays?
RXFP1 antagonist: -11; TRHR agonist: 0.3; TRHR enhancer: 8; D1 potentiator: -10; RXFP1 ag: 0.4%; D1 agonist: 4; D1 antagonist: 28; Anesthetic bind: -15%; D2 potentiator: -18

How did O=C(c1ccccc1Cl)N1CCCC(c2nc3c(nnn3Cc3ccc(F)cc3F)c(=O)[nH]2)C1 (configuration not stated) do in these assays?
RXFP1 antagonist: -8; TRHR agonist: 0.0; TRHR enhancer: -15; D1 potentiator: 3; RXFP1 ag: -0.7%; D1 agonist: -3; D1 antagonist: 5; Anesthetic bind: -22%; D2 potentiator: 1

Results for CC1CCC(NC(=O)Cn2ncc3c4ccccc4n(Cc4ccc(F)cc4)c3c2=O)CC1 (configuration not stated) ?
RXFP1 antagonist: 2; TRHR agonist: 0.3; TRHR enhancer: 3; D1 potentiator: -4; RXFP1 ag: 12%; D1 agonist: -3; D1 antagonist: 7; Anesthetic bind: -4%

How did O=C(CCCn1c(=O)c2sccc2n(Cc2cc(=O)n3ccccc3n2)c1=O)NCc1ccco1 do in these assays?
TRHR agonist: 0.3; TRHR enhancer: -1; D1 potentiator: -5; RXFP1 ag: 4.1%; D1 agonist: 0; D1 antagonist: 2; Anesthetic bind: -11%; D2 potentiator: 8
